Assay outcomes as filed in PubChem.
RAD54 inh = inhibitors of human RAD54 branch migration. Q92698. RAD54 Holliday junction branch migration, FAM/BHQ fluorescence. inhibition, % at 10.4 µM. 360,000 tested, 0.14% active;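 active means mean normalized replicate activity at least 40 and at least half of replicates scoring 40 or more; inconclusive means only one of the two criteria met; inactive means mean below 40 and under half of replicates reaching 40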;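 further: 0% = median of neutral control wells and 100% = median of positive control wells; inhibitors cause a drop in the FAM fluorescence signal; in these data hits start at about 50%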
Target sequence (Q92698 whole entry, looked up): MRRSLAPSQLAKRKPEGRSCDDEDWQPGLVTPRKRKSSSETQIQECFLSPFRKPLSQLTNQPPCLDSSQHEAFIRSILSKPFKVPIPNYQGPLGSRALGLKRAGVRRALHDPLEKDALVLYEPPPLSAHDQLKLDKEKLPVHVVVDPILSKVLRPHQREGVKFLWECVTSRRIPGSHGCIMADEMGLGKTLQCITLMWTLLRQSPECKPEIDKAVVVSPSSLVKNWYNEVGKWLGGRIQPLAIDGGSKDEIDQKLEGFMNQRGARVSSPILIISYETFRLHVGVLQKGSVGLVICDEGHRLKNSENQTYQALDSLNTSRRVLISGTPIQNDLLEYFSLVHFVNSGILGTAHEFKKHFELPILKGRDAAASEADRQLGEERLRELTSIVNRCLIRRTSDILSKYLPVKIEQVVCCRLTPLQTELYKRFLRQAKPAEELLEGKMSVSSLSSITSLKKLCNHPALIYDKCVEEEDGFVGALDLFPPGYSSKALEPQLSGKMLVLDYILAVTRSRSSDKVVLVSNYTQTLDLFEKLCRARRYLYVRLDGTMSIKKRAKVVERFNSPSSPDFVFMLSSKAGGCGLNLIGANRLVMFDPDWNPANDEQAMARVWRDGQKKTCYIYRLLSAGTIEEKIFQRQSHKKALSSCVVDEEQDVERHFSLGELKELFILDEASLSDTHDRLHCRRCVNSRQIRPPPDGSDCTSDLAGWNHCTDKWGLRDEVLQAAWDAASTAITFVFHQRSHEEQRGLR
esBAF inh = blocks esBAF chromatin remodeling in mouse ES cells; Bmi1-luciferase knock-in reporter, 24 h; 100% = twice the neutral-well signal; reporter increase, % at 12.5 µM; 350,000 tested, 2% active; in the data active means activation above about 40%; inconclusive means no clear call, values can overlap the other calls;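 further: 0% = median of the plate's neutral control wells and 100% = double that signal; a rise in the Bmi1 reporter signal indicates esBAF inhibition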
Active calls of the source: *; u = inconclusive.

Each structure is followed by: RAD54 inh, esBAF inh
1) CC1(C)Cc2nc3sc4c(=O)[nH]cnc4c3cc2CS1
  -8, 27
2) CC1=CC(c2ccccc2)n2nc(N3C(=O)CCC3=O)nc2N1 (centres undefined)
  -10, -7
3) COc1ccccc1NC(=O)c1oc2ccc(C)cc2c1C
  0, 48*
4) O=C1c2ccccc2CCC12N=NCC2c1ccc(Cl)cc1 (centres undefined)
  4, 2
5) CCCCOC(=O)c1[nH]c(C)c(C(=O)OC)c1C
  -9, 78*
6) CCOc1ccc(S(=O)(=O)NCC2CCCO2)c2cccnc12 (centres undefined)
  0, 2
7) COc1ccc2c(c1)c1c(n2C(C)=O)C(OC(C)=O)=NCC1
  10, -4
8) COc1cc(NC(C)C(=O)N2CC(C)OC(C)C2)cc(OC)c1 (centres undefined)
  8, 5
9) CC12CCC(C(=O)N(NC(=O)c3cc(Cl)ccc3O)C1=O)C2(C)C (centres undefined)
  2, 8
10) COc1ccccc1C(=O)NC(C)c1ccccc1 (centres undefined)
  8, 10
11) Cc1cc(NC(=O)CSc2nnc3c(C)cc4cc(C)c(C)cc4n23)no1
  -5, 3
12) CC(NC(=O)c1ccc2c(c1)OCCO2)C(=O)O (centres undefined)
  5, -1
13) Cc1cccc(OCC(=O)N2CCC(c3ccccc3)C2)c1 (centres undefined)
  -3, 39
14) COCCNC(=S)NNC(=O)c1ccco1
  6, 3
15) COc1ccc(S(=O)(=O)NNC(=O)c2cc3c4ccccc4n(C)c3s2)cc1
  5, -8
16) COc1ccc(NC(=O)C23CC4CC(C2)CC(n2cnc(Br)n2)(C4)C3)c(C)c1
  -7, -5
17) COc1cccc(OC)c1NC(=O)CN1CCC(NC(=O)c2cccc(F)c2)CC1
  11, 0
18) Cc1ccc(Cl)cc1NC(=O)N[C@@H](C)C(=O)O
  -4, 2
19) COc1ccc(CNC(=O)COC(=O)c2c(-c3c(F)cccc3Cl)noc2C)cc1OC
  -12, 1
20) CC(=O)Nc1cc(S(=O)(=O)Nc2ccc(C)cc2)c(C)cc1C
  -4, -5
21) Cc1cc(=O)[nH]c(-n2[nH]c3c(c2=O)CCCC3)n1
  -11, 3
22) Cc1cc(N2CCN(c3ccccc3)CC2)n2cc(-c3ccccc3)nc2n1
  -7, 12
23) CCCCOc1ccc(C(=O)Nc2ccc(N3CCN(C(=O)C(C)C)CC3)cc2)cc1
  -15, 5
24) CC(C)CC(C(=O)NCc1ccccn1)N1C(=O)c2ccccc2C1=O (centres undefined)
  -7, -2
25) COc1ccccc1-c1nc(SCc2ccccn2)n[nH]1
  3, 60*
26) Cc1cc(N)n(-c2ccccc2)n1
  2, -1
27) Cc1ccc(Cl)cc1NC(=O)CC1NCCNC1=O (centres undefined)
  -2, 3
28) CS(=O)(=O)NCCOc1ccc(S(=O)(=O)N2CCCc3ccccc32)cc1
  3, -1
29) COc1ccccc1N1CCN(Cc2nnnn2CCc2ccccc2)CC1
  1, -5
30) Cc1ccc(N2C(=O)NC3(CCCCC3)C2=O)cc1
  -8, 26
31) Cc1cc(=O)[nH]c(N=N/C(=N/Nc2ccc(O)cc2)c2ccccc2)n1
  10, 49*
32) CCC(C)NS(=O)(=O)c1ccc(OCC(=O)Nc2ccc(F)cc2F)cc1 (centres undefined)
  4, -7
33) O=C(c1ccccc1)c1cc(F)c(N2CCOCC2)cc1Cl
  -5, 20
34) O=C(Oc1ccc2c(-c3ccccc3)cc(=O)oc2c1)C1CCCCC1
  5, 12
35) O=C(Cc1cccs1)N1CCN(c2ccc(F)cc2)CC1
  1, -1
36) O=C(NCc1ccco1)c1cc(-c2cccnc2)nc2ccc(Cl)cc12
  -4, -7
37) O=C(O)c1cccc2c1/C(=N/Nc1ccc([N+](=O)[O-])cc1[N+](=O)[O-])c1ccccc1-2
  2, 2
38) COc1ccc(Cn2nnnc2C(c2ccc(C)cc2)N2CCN(C3CCCC3)CC2)cc1 (centres undefined)
  -5, 2
39) CCC(C)N1CC(C(=O)O)CC1=O (centres undefined)
  -4, -8
40) C=CCN1C(=O)[C@]2(c3ccccc31)C1CCCC=C1C(C#N)=C(N)C2(C#N)C#N (some centres undefined)
  -10, 0
41) CCOC(=O)N1CCN(C(=O)CN(Cc2ccccc2)S(C)(=O)=O)CC1
  -1, 2
42) CC(=O)NCCC(=O)Nc1cc(F)ccc1C
  -23, -5
43) COc1ccc(N2CCN(C(=O)c3ccc(NS(=O)(=O)c4ccccc4)cc3)CC2)cc1
  -6, u
44) CCc1cc(C(=O)N2CCOCC2)c(NC2=NS(=O)(=O)c3ccccc32)s1
  -20, -12
45) O=C(c1ccc2ccccc2c1)N1CCN(c2ccc(C(F)(F)F)cn2)CC1
  -4, -9
46) COc1cccc2cc(C(=O)Nc3cccnc3N3CCOCC3)c(=O)oc12
  -4, 2
47) COc1cccc(NC(=O)COc2ccc(S(=O)(=O)NC(C)C)cc2)c1
  2, -2
48) COc1ccc(-c2nnn(CC(=O)N(CC(=O)NCCC(C)C)c3ccccc3)n2)cc1OC
  -4, 0
49) O=C(O)C1CC(=O)N(C2CCCCCC2)C1 (centres undefined)
  -5, -3
50) CCOc1ccccc1C1C(C(=O)OC)=C(N)OC2=C1C(=O)CCC2 (centres undefined)
  -17, -7
51) CC(=O)c1cc(CC=C(C)C)c(O)cc1O
  2, -11
52) Cc1cc(-c2cccc([N+](=O)[O-])c2)nc2ccc3ccccc3c12
  -8, 12
53) Oc1cc2ccccc2cc1-c1nnc2n1-c1ccccc1SC2
  5, 3
54) O=C1NN(c2ccccc2)C(=O)/C1=C\c1cccn1-c1ccc(Cl)c([N+](=O)[O-])c1
  -9, 11
55) CCCNC(=O)C(CC)NS(=O)(=O)c1ccc(OC)cc1 (centres undefined)
  0, 2
56) CCCN1C(=O)/C(=C/c2ccc(C)o2)SC1=Nc1ccc(OCC)cc1
  -9, -3
57) CC(C)CCN1CC(C(=O)NCc2ccc(F)cc2)CC1=O (centres undefined)
  -2, 2
58) CC(=O)NC(Cc1c[nH]c2ccccc12)C(=O)Nc1ccc2c(c1)OCO2 (centres undefined)
  -2, -3
59) C#CCOCCOCCOCCNc1nc(N2CCN(C(=O)CCCCCCCCCCNC(=O)[C@H](CCCCN)n3cc(C)nn3)CC2)nc(N2CCN(C(=O)CCCCCCCCCCNC(=O)[C@H](CCCCN)n3cc(CCCC(=O)O)nn3)CC2)n1
  -15, 7
60) CCN=C1Cn2c(nc3scc(-c4ccccc4)c3c2=O)CN1CC
  -6, 2

Continued.
Each structure is followed by: RAD54 inh, esBAF inh
61) CC(=O)Nc1ccccc1C(=O)N1CC(C)OC(C)C1 (centres undefined)
  3, 2
62) CC(=N)C1=C(O)CC(C)(C)CC1=O
  -1, -5
63) C/C=C/Cn1c(N2CCCCCC2)nc2c1c(=O)[nH]c(=O)n2C
  -3, -1
64) O=C1CC(N2CCN(S(=O)(=O)c3ccc(Cl)cc3)CC2)C(=O)N1CCc1ccccc1 (centres undefined)
  -3, 8
65) Cc1c(CNC(=O)c2cnn3c2NC(c2ccc(Br)cc2)CC3C(F)(F)F)cnn1C (centres undefined)
  -5, -12
66) COc1ccc(C(=O)Nc2oc(-c3ccccc3)c(-c3ccccc3)c2C#N)cc1OC
  -8, -8
67) O=C(CCn1c(=O)c2ccccc2n(Cc2cccnc2)c1=O)NCc1ccc2c(c1)OCO2
  1, -9
68) CNC(=S)N1CCN(c2ccc(OC)cc2)CC1
  -1, 5
69) Cc1noc(C)c1COC(=O)C1(c2cccc(F)c2)CCCC1
  -6, -6
70) Cc1cc(N2CCOCC2)c2c(N)cc(C)c(C)c2n1
  20, 4
71) O=C1CCCC2=C1C(c1ccncc1)c1c(nc(SCc3ccccc3Cl)[nH]c1=O)N2 (centres undefined)
  4, -4
72) COC(=O)c1ccccc1NC(=O)CN(c1ccccc1)S(=O)(=O)N(C)C
  0, -1
73) COc1ccccc1NC(=O)c1nn(-c2cccc(C(F)(F)F)c2)ccc1=O
  5, -1
74) COc1ccc(C2NC(=O)c3ccccc3N2)cc1 (centres undefined)
  6, 30
75) N#CC1=C(N)Oc2ccccc2C12C(=O)Nc1n[nH]c(-c3ccccc3)c12 (centres undefined)
  -3, -5
76) COC(=O)c1c(C)[nH]c(C)c1-c1ccc(C)cc1
  6, -1
77) CCCCNC(=O)CC(C(=O)N1CCc2ccccc21)n1ccnc1 (centres undefined)
  0, -3
78) CCCC(=O)N1CCC1(C)C(=O)Nc1cccc(F)c1 (centres undefined)
  9, -2
79) COc1ccc(C2C3=C(CCCC3=O)Nc3nc(C(F)(F)F)nn32)cc1OC (centres undefined)
  10, 12
80) Cc1noc(NS(=O)(=O)c2ccc(NC(=O)c3ccc(Br)o3)cc2)c1C
  -6, -9

81) O=c1[nH]c(Cc2ccccc2)nc2scc(-c3ccccc3)c12
82) Cc1ccc(-c2cc3nc(-c4ccccc4)cc(N4CCC5(CC4)OCCO5)n3n2)cc1
83) CC(C)CC(/C(O)=C(\C#N)c1nc2ccccc2[nH]1)N1C(=O)c2ccccc2C1=O (centres undefined)
84) Clc1ccc(-c2nnc(SCc3cn4ccsc4n3)n2CC2CCCO2)cc1 (centres undefined)
85) Cc1cc2cc(CN(Cc3cccs3)C(c3nnnn3C(C)(C)C)C(C)C)c3nnnn3c2cc1C (centres undefined)
86) NC(=O)C1CCCN(C(=O)NC2CCCCC2)C1 (centres undefined)
87) CCCn1c(=N)n(CC(=O)C(C)(C)C)c2ccccc21
88) COc1ccccc1Oc1nc(-c2ccccc2)cc(C)c1S(C)(=O)=O
Compound	81	82	83	84	85	86	87	88
RAD54 inh	-4	-15	11	-2	-2	-9	-8	-5
esBAF inh	16	2	-5	0	-9	-4	-1	-8

Entries of single compounds, quoted from the list.
Profile of C#CCOCCOCCOCCNc1nc(N2CCN(C(=O)CCCCCCCCCCNC(=O)[C@H](CCCCN)n3cc(C)nn3)CC2)nc(N2CCN(C(=O)CCCCCCCCCCNC(=O)[C@H](CCCCN)n3cc(CCCC(=O)O)nn3)CC2)n1 → RAD54 inh = -15; esBAF inh = 7
Profile of O=C(O)C1CC(=O)N(C2CCCCCC2)C1 (centres undefined) → RAD54 inh = -5; esBAF inh = -3
Profile of Oc1cc2ccccc2cc1-c1nnc2n1-c1ccccc1SC2 → RAD54 inh = 5; esBAF inh = 3

More structures:
89) CCOc1ccc(N2C(=O)CC(Sc3nc(-c4cccs4)cc(C(F)(F)F)c3C#N)C2=O)cc1 (centres undefined)
90) C=CCOC(=O)CSCC(NC(=O)OC(C)(C)C)C(=O)OCC (centres undefined)
91) COc1ccc(/C=C/c2ccc3ccccc3[n+]2C)cc1OC
92) COC(=O)c1cc(OC)c(OC)cc1NC(=O)c1ccc(OC)cc1
93) Fc1cccc(Nc2cc(-n3cccn3)ncn2)c1
94) Clc1ccc(-c2nc(-c3ccccn3)no2)cc1Cl
95) Cc1ccc(NC(=O)c2cccc3c2C(=O)N(C2CCCCC2)C3)c(C)c1
96) C=CCn1c(SCC(=O)Nc2nnc(CC)s2)nnc1-c1ccco1
Compound	89	90	91	92	93	94	95	96
RAD54 inh	-2	-6	32	6	19	0	2	0
esBAF inh	8	-12	55*	-13	38	-49	1	-4

Part of the list above, as a markdown table.
| item | SMILES | RAD54 inh | esBAF inh |
| --- | --- | --- | --- |
| 91 | COc1ccc(/C=C/c2ccc3ccccc3[n+]2C)cc1OC | 32 | 55* |
| 92 | COC(=O)c1cc(OC)c(OC)cc1NC(=O)c1ccc(OC)cc1 | 6 | -13 |
| 93 | Fc1cccc(Nc2cc(-n3cccn3)ncn2)c1 | 19 | 38 |
| 94 | Clc1ccc(-c2nc(-c3ccccn3)no2)cc1Cl | 0 | -49 |
| 95 | Cc1ccc(NC(=O)c2cccc3c2C(=O)N(C2CCCCC2)C3)c(C)c1 | 2 | 1 |

(listing goes on)
97) CCOc1cc(CN2CCN(c3ccc(C(C)=O)cc3)CC2)ccc1OC
98) CCOc1cc(/C=N/O)cc(Cl)c1OC
99) O=C(Nc1ccccc1)O/N=C/c1ccncc1
100) CCCS(=O)(=O)NC(=O)C1(C)CCCN(C(=O)c2cc(OC)ccc2Br)C1 (centres undefined)
101) O=C(NCC1CCCO1)c1ccc(CS(=O)(=O)Cc2ccc(F)cc2)o1 (centres undefined)
102) CCN1CCN(C(c2ccc(OC)c(OC)c2)c2nnnn2C(C)(C)C)CC1 (centres undefined)
103) Cc1ccc(SCc2nnc(N)s2)cc1
104) Cn1c(-c2ccc(F)cc2)cnc1SCC(=O)Nc1ccccc1N1CCOCC1
Compound	97	98	99	100	101	102	103	104
RAD54 inh	7	6	2	10	-10	2	-3	6
esBAF inh	3	-9	19	1	-1	6	10	12

105) COCCn1nnnc1C(C(C)C)N(Cc1ccccc1)Cc1cc2cc(OC)ccc2[nH]c1=O (centres undefined)
106) O=C(c1ccc2c3n(nc2c1)-c1ccccc1CO3)N1CCOCC1
107) CCN(CC)CCOc1ncnc2c1oc1ccccc12
108) CCC(COC(=O)Nc1cccc(C)c1C)NC(=O)OCC(C)C (centres undefined)
109) CCN(Cc1ccccc1)Cc1cccc([N+](=O)[O-])c1
110) COc1ccc2c(c1)c(CC(=O)Nc1ccc(C)cc1)c(C)n2C(=O)c1ccc(Cl)cc1
111) COc1ccc(-c2ccc(Nc3ccc(C(=O)N4CCOCC4)cc3)nn2)cc1OC
112) Cc1ccc2nsnc2c1S(=O)(=O)N1CCOCC1
Compound	105	106	107	108	109	110	111	112
RAD54 inh	-8	-6	16	-13	-9	-5	11	-3
esBAF inh	4	-75	6	-5	-4	5	11	-1

113) CCCOc1ccc(/C(O)=C2/C(=O)C(=O)N(CCN(C)C)C2c2ccco2)cc1 (centres undefined)
114) Cc1ccn(C(=O)c2cc3c(C)nn(-c4ccccc4)c3s2)n1
115) CCCOC(=O)c1cc(=O)[nH]c2ccccc12
116) COc1ccccc1C(=O)Nc1nnc(SCC(=O)NCc2ccco2)s1
Compound	113	114	115	116
RAD54 inh	-6	0	-5	-3
esBAF inh	2	5	-5	15

Copied from the list.
RAD54 inh, no. 114 reads 0
esBAF inh, no. 115 reads -5
RAD54 inh, no. 113 reads -6
RAD54 inh, no. 116 reads -3

Only part of the results is shown; rates above refer to the full screens.
